Screens as filed in PubChem.
Dengue-2 NS5 capping = Dengue-2 NS5 methyltransferase inhibitors, primary screen, biochemical, confirmation dose response (AID 588689) | Genome polyprotein (Dengue virus type 2 (strain 16681-PDK53)) | Dengue-2 NS5 methyltransferase capping enzyme assay, biochemical; higher % means a stronger effect | inhibition, % at 25 µM; hits with a dose series show IC50 in µM | 340,000 compounds, 0.3% hits; in the data active = a potency from the dose series
Salmonella PhoP GFP = inhibitors of PhoP regulon expression, primary screen, Salmonella Typhimurium, GFP reporter (AID 1863). S. Typhimurium PhoP-regulated promoter GFP reporter, 4 h; higher % means a stronger effect. one-dose inhibition, % at 50 µM; IC50 in µM for titrated hits. 300,000 compounds, 0.16% hits;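 active = inhibition over 29.93%, a cutoff 3 SD above the screen mean, later confirmed by dose response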;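 also: 0% = low Mg2+ inducing control and 100% = high Mg2+ repressing control; strong numbers were not always called active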
LYP phosphatase = inhibitors of LYP phosphatase, biochemical, fluorescence intensity, uHTS (AID 1779); recombinant LYP phosphatase, fluorescence intensity; higher % means a stronger effect; Tyrosine-protein phosphatase non-receptor type 22 (Homo sapiens); 290,000 compounds, 0.054% hits; one-dose inhibition, % at 11.5 µM; IC50 in µM for titrated hits; in the data active = inhibition above about 50%;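 also: plate controls were vehicle with enzyme for no effect and no enzyme for full effect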
Rac1 GTP hydrolysis = MgcRacGAP GTPase-activating activity inhibitors, confirmation, biochemical, ADP Hunter fluorescence. Rac GTPase-activating protein 1 (Homo sapiens). MgcRacGAP-stimulated Rac1 GTP hydrolysis, ADP Hunter fluorescence; higher % means a stronger effect; GST-tagged Rac1 F28L mutant substrate. one-dose inhibition, % at 30 µM; IC50 in µM for titrated hits. 340,000 compounds, 0.6% hits. AID 624330, 2012;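 active = first-screen hits whose inhibition reached a set limit at any dose in the follow-up dose series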;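 also: fluorescence reports GDP produced by GAP-driven GTP hydrolysis; strong numbers were not always called active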
SV40 large T antigen = SV40 large T antigen inhibitors, biochemical (AID 1903); SV40 large T antigen ATPase/helicase inhibition assay; higher % means a stronger effect; one-dose inhibition, % at 20 µM; IC50 in µM for titrated hits; 310,000 compounds, 0.39% hits; in the data active = a potency from the dose series; also: strong numbers were not always called active
West Nile virus CPE = West Nile virus antiviral activity, cell-based, CPE readout (AID 1621) | CPE inhibition, % at 10 µM, or IC50 in µM where a hit was titrated | West Nile virus-infected cells, CPE inhibition; higher % means a stronger effect | 290,000 compounds, 0.02% hits; in the data active = a potency from the dose series; also: strong numbers were not always called active
ER stress rescue = rescue of cells from ER stress-induced death, primary screen, 384-well, CSM14.1, thapsigargin, ATP luminescence (AID 1222); CSM14.1 thapsigargin-induced death rescue, ATP luminescence; higher % means a stronger effect; cellular ATP content (survival), % at 20 µM; hits with a dose series show EC50 in µM; 190,000 tested, under 10 active;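 active = EC50 below 50 µM in the dose-response confirmation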;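 also: death triggered by thapsigargin at about 15 µM added after 2 h compound pretreatment; cell ATP read after overnight thapsigargin exposure of roughly 18 to 22 hours; normalized against plate controls of thapsigargin alone and 5% DMSO vehicle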
RSV antiviral HEp-2 = RSV antiviral activity via CPE protection, HEp-2 cells, primary 10 µM value included (AID 2391) | CPE inhibition, % at 10 µM, or IC50 in µM where a hit was titrated | 310,000 compounds, 0.13% hits | HEp-2 cells, RSV-induced CPE inhibition; higher % means a stronger effect; in the data active = a potency from the dose series; also: strong numbers were not always called active
GPR35 arrestin U2OS = GPR35 antagonists blocking zaprinast-driven arrestin recruitment, primary screen, imaging, U2OS, beta-arrestin-GFP, zaprinast agonist (AID 2058); U2OS GPR35 beta-arrestin-GFP translocation imaging, zaprinast antagonism; higher % means a stronger effect; 290,000 compounds, 0.052% hits; G-protein coupled receptor 35 (Homo sapiens); one-dose inhibition, % at 10 µM; IC50 in µM for titrated hits;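 active = inhibition of at least 50% with at least 30 cells and total cytoplasm GFP at most 10,000,000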
Dengue-2 NS5 capping pilot replicate = further read-out of Dengue-2 NS5 capping, marked with its call; inhibition, %; measured here: pilot screen replicate inhibition
* marks the source's active call; other numbers are inactive results; x = not tested or not shown; & = joins results of further samples.

SMILES	Dengue-2 NS5 capping	Salmonella PhoP GFP	LYP phosphatase	Rac1 GTP hydrolysis	SV40 large T antigen	West Nile virus CPE	ER stress rescue	RSV antiviral HEp-2	GPR35 arrestin U2OS	others
Cc1cc(C(=O)CNCc2ccco2)c(C)n1-c1ccc(F)cc1	2%	18%	-6%	1%	6%	0.0%	-2.2%	-0.7%	8%
Cc1ccnc(SCc2cc(=O)c(OC(=O)c3ccccc3)co2)n1	1%	-5%	-2%	5%	14%	1.1%	-2.3%	-1.2%	-11%
COCCNC(=O)/C(C#N)=C/c1c(N2CCCCCC2)nc2ccccn2c1=O	-5%	6%	-38%	-6%	4%	-0.9%	x	0.2%	3%
CCOC(=O)N1CCN(C(=O)c2ccc3c(=O)n(Cc4ccc(Cl)cc4)c(=S)[nH]c3c2)CC1	-3%	2%	-4%	8%	6%	x	-1.6%	3.0%	-3%
COc1ccc(CCNC(=O)C(=O)N2CCCC2)cc1OC	-5%	-1%	-6%	5%	-2%	-0.4%	0.0%	0.2%	28%
O=S(=O)(c1ccc(Cl)cc1)N1CCN(C(=S)NCC2CCCO2)CC1 (centres undefined)	-5%	-2%	-2%	5%	9%	-0.9%	x	0.4%	2%
C=CCN=C(NC#N)SCCc1ccccc1	3%	-2%	-8%	3%	1%	-0.4%	-0.8%	2.2%	11%
COC(=O)CNC(=O)C(Cc1c[nH]c2ccccc12)NC(=O)OC(C)(C)C (centres undefined)	-6%	3%	-8%	5%	4%	0.3%	0.9%	1.0%	2%
Cc1ccc(C(=O)Nc2ccc3c(c2)ncn3C)cc1	4%	17%	-5%	1%	8%	x	0.6%	0.9%	7%
CCCS(=O)(=O)n1nc(-c2ccc(C)cc2)cc1N	-2%	7%	-6%	1%	1%	-0.2%	1.9%	1.4%	17%
CCOc1ccccc1OCCCCCc1c(C)n[nH]c1C	1%	3%	-5%	-1%	11%	-0.9%	1.0%	0.8%	14%
O=C(CN1CCN(S(=O)(=O)c2ccccc2)CC1)Nc1ccc2c(c1)CCC2	1%	-11%	-4%	8%	14%	-1.3%	-5.3%	3.0%	13%
CCN1CCN(C(=O)Nc2cccc3ccccc23)CC1	-6%	-7%	-6%	5%	6%	0.5%	-1.0%	0.8%	0%
COc1ccc(/C=N/n2c(C3CCCCC3)n[nH]c2=S)c(OC)c1	-8%	-3%	4%	-8%	26%	-0.1%	x	2.0%	6%
CC(C)COP(=O)(c1ccc(N(C)C)cc1)C(O)c1cccnc1 (centres undefined)	-8%	-1%	-5%	4%	11%	-0.2%	x	x	6%
COCC(=O)N1CCC(Oc2ccc(C(=O)NCc3cc(C)n(C)n3)cc2)CC1	2%	-4%	3%	7%	14%	1.0%	x	1.0%	0%
CCN1CCN(Cc2ccc(NC(=O)c3ccc(C)c(NC(=O)c4cccc5[nH]ccc45)c3)cc2C(F)(F)F)CC1	-5%&2%	1%	-7%	16%&4%	-1%	0.1%	x	2.0%	2%
O=C1C2C3C=CC(C4CC34)C2C(=O)N1/N=C/c1ccc(-c2cccc([N+](=O)[O-])c2)o1 (centres undefined)	1%	-11%	2%	8%	8%	-0.8%	-0.8%	2.1%	3%
CCCCN(C(=O)CN1C(=O)C2CCCCC2C1=O)c1c(N)n(Cc2ccccc2)c(=O)[nH]c1=O (centres undefined)	-1%	0%	x	5%	10%	x	x	1.5%	x
COCCOC(=O)C1=C(C)NC(=O)NC1c1c(OC)ncnc1OC (centres undefined)	-9%	9%	-6%	7%	3%	0.2%	2.1%	2.2%	-4%
COc1cc(C)c2occ(/C(C)=N\O)c2c1	-3%	13%	11%	10%	-8%	-0.3%	-0.8%	18µM*	-2%
CC(=O)Nc1ccc(N/C=C/C(=O)c2ccc(Cl)cc2)cc1	-8%	-9%	-7%	-1%	10%	-0.8%	x	0.6%	11%
CS(=O)(=O)N(Cc1ccco1)Cc1ccccc1Cl	-2%	2%	-5%	5%	-1%	0.1%	0.0%	-0.1%	8%
O=C(c1cccs1)N(c1cccc(Cl)c1)C1C=CS(=O)(=O)C1 (centres undefined)	x	2%	-8%	2%	16%	0.2%	-2.1%	1.5%	-1%
O=C(O)CCC(=O)Nc1cc(C(F)(F)F)cc(C(F)(F)F)c1	2%	5%	-8%	-16%	4%	-0.1%	x	1.8%	9%
C=CCNC(=S)NCc1ccccc1OC	-5%	2%	-5%	6%	11%	-0.1%	0.2%	0.8%	4%
OC1(c2ccc3c(c2)OCO3)CCN(Cc2ccc(F)cc2)CC1	-8%	0%	-4%	11%	9%	-0.3%	x	-2.2%	2%
CCn1c(SCC(=O)NNC(=O)c2ccc(OC)cc2)nnc1-c1cccnc1	-3%	-4%	-3%	5%	7%	0.2%	0.4%	0.9%	-9%
Cc1ccc(CNC(=O)c2ccc(CS(=O)(=O)c3ccccc3C)o2)cc1	0%	-6%	-8%	6%	7%	-0.3%	x	1.0%	26%
Cc1sc2ncnc(NCCCO)c2c1C	-2%	9%	-6%	2%	0%	-0.4%	-0.6%	0.5%	11%

Of the compounds above, these have two or more sulfur atoms.
SMILES	Dengue-2 NS5 capping	Salmonella PhoP GFP	LYP phosphatase	Rac1 GTP hydrolysis	SV40 large T antigen	West Nile virus CPE	ER stress rescue	RSV antiviral HEp-2	GPR35 arrestin U2OS	others
O=S(=O)(c1ccc(Cl)cc1)N1CCN(C(=S)NCC2CCCO2)CC1 (centres undefined)	-5%	-2%	-2%	5%	9%	-0.9%	x	0.4%	2%
O=C(c1cccs1)N(c1cccc(Cl)c1)C1C=CS(=O)(=O)C1 (centres undefined)	x	2%	-8%	2%	16%	0.2%	-2.1%	1.5%	-1%

Retrieved by compound from the list above (three):
SMILES	Dengue-2 NS5 capping	Salmonella PhoP GFP	LYP phosphatase	Rac1 GTP hydrolysis	SV40 large T antigen	West Nile virus CPE	ER stress rescue	RSV antiviral HEp-2	GPR35 arrestin U2OS	others
OC1(c2ccc3c(c2)OCO3)CCN(Cc2ccc(F)cc2)CC1	-8%	0%	-4%	11%	9%	-0.3%	x	-2.2%	2%
COCC(=O)N1CCC(Oc2ccc(C(=O)NCc3cc(C)n(C)n3)cc2)CC1	2%	-4%	3%	7%	14%	1.0%	x	1.0%	0%
O=C1C2C3C=CC(C4CC34)C2C(=O)N1/N=C/c1ccc(-c2cccc([N+](=O)[O-])c2)o1 (centres undefined)	1%	-11%	2%	8%	8%	-0.8%	-0.8%	2.1%	3%

Next part
SMILES	Dengue-2 NS5 capping	Salmonella PhoP GFP	LYP phosphatase	Rac1 GTP hydrolysis	SV40 large T antigen	West Nile virus CPE	ER stress rescue	RSV antiviral HEp-2	GPR35 arrestin U2OS	others
COc1ccc(-n2c(C)nc3cc(C(=O)NCCN4CCOCC4)ccc32)cc1	-4%	1%	-9%	4%	11%	-0.5%	1.2%	1.2%	-7%
COc1ccc(S(=O)(=O)N2CCC(C(=O)NCc3ccncc3)CC2)cc1	-5%	-2%	-12%	-4%	10%	0.0%	x	-0.1%	4%
C/C(=N\NC(=O)c1ccc(CSc2nc(C)cc(C)n2)cc1)c1ccco1	1%	10%	9%	7%	-1%	0.0%	0.2%	3.0%	3%
COc1ccc(NC(=S)NCCCN2CCCC2)cc1Cl	-6%	-3%	-1%	18%	7%	-0.6%	-0.9%	-0.8%	4%
CS(=O)(=O)N1CCN(c2ccnc3cc(Cl)ccc23)CC1	8%	2%	-8%	4%	-2%	-0.4%	4.0%	-0.3%	-1%
O=C(OCCN=C1NS(=O)(=O)c2ccccc21)c1ccccc1F	-2%	-2%	-12%	-3%	7%	-0.3%	x	3.2%	12%
CCOc1ccc(N2CC(C(=O)Nc3cc(Cl)ccc3-n3cncn3)CC2=O)cc1 (centres undefined)	-4%	-5%	x	6%	19%	x	x	-0.9%	x
COc1ccc2cc(CN(CCO)C(=O)c3ccccc3F)c(=O)[nH]c2c1	4%	9%	2%	10%	2%	x	x	-0.1%	-9%
COC1C=CC(CNC(=O)c2cc3c(=O)n4cccc(C)c4nc3n2C)(OC)O1 (centres undefined)	2%	-7%	-13%	-35%	14%	0.4%	-0.1%	4.6%	3%
NS(=O)(=O)c1ccc(CNC(=O)COc2ccc3c4c(c(=O)oc3c2)CCCC4)cc1	0%	7%	-7%	5%	x	-0.2%	x	-1.3%	8%
N#Cc1c(NC(=O)CN2CCN(C(=O)c3ccco3)CC2)sc2c1CCCCC2	-2%	-7%	5%	5%	2%	0.0%	3.3%	5.5%	13%
Cn1cccc1C(=O)NC(=O)COC(=O)c1ccccc1Sc1ccccc1C#N	3%	-1%	5%	14%	9%	-0.1%	0.5%	1.5%	7%
CCn1c(SCC(=O)Nc2nc(C)cs2)nnc1C(NC(=O)c1ccccc1Cl)C(C)C (centres undefined)	3%	11%	-5%	8%	-3%	-0.2%	-1.0%	-1.0%	3%
Cc1ccc(N(CC(=O)NC(C)(C)C)C(=O)CNC(=O)c2cccs2)cc1	6%	0%	-3%	-1%	2%	0.5%	0.0%	1.2%	5%
Cc1ccc(C)c2c1c1ccccc1n2C	1%	-7%	-1%	12%	13%	-0.4%	x	3.2%	6%
O=C(CN1CCN(Cc2cccc(Cl)c2)C1=O)NCC1CCCO1 (centres undefined)	-3%	-9%	-4%	5%	6%	0.0%	-0.8%	0.7%	11%
Cc1ccc(NC(=S)N(Cc2ccco2)C(C)c2cccs2)c(Cl)c1 (centres undefined)	-3%	-2%	-5%	-2%	10%	-0.1%	1.9%	-0.3%	-8%
COc1ccc2[nH]c3c(NCCN(C(C)C)C(C)C)ncnc3c2c1	-2%	9%	-3%	24%	8%	0.2%	-0.3%	-2.7%	7%
Cc1cnc(NC(=O)C(C)N2CCN(C)CC2)s1 (centres undefined)	-9%	4%	-8%	80µM*	9%	0.9%	-1.3%	1.7%	13%
CN1CN(C)c2ccc([N+](=O)[O-])c3cccc1c23	-1%	12%	0%	9%	-1%	-0.8%	x	6.8%	16%
COc1ccc(/C=N/NC(=O)c2ccc(N3CCCC3=O)cc2)cc1	-11%	-2%	1%	7%	6%	-0.4%	x	0.5%	-9%
O=C(Cc1c(F)cccc1Cl)NNC(=S)Nc1ccc(S(=O)(=O)Nc2ncccn2)cc1	7%	-3%	-6%	-5%	9%	-0.1%	x	1.3%	-8%
NS(=O)(=O)c1cccc(NS(=O)(=O)c2ccc(/C=C/C(=O)OCC(=O)c3ccc(Br)cc3)cc2)c1	-3%	-6%	-1%	3%	19%	-0.1%	1.7%	14%	0%
COc1ccc(OC)c(CN2CCN(C(=O)c3cccc4ccccc34)CC2)c1	-7%	-3%	1%	13%	1%	-0.5%	1.5%	1.6%	11%
O=C(c1ccc(Cl)c(S(=O)(=O)N2CCCCC2)c1)N1CCCC1	5%	4%	-4%	6%	2%	0.6%	x	1.4%	-6%
COc1cc(CSc2ncn[nH]2)c(OC)cc1CSc1ncn[nH]1	-12%	1%	0%	1%	7%	-0.2%	-0.6%	2.1%	5%	Dengue-2 NS5 capping pilot replicate=-5.5
COc1ccc(N(CC(=O)N/N=C(\C)c2ccccc2)S(=O)(=O)c2ccccc2)cc1	-5%	-6%	-11%	4%	12%	-1.0%	x	1.3%	-7%

Outcome played no part in choosing rows; overall some 1.5% were active at least once.
